Abs 340nm = compound absorbs light at 340 nm; 65,000 tested, under 10 active; fold change at 10 µM; compound absorbance at 340 nm, fold over control; AID 708;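 active means at 10 µM dose, initial 340 nm absorbance at least 2 fold that of control wells; inactive means change under 2 fold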;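 further: initial absorbance extrapolated from kinetic A340 decline of NADH oxidation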
MMP13 inh = blocks human MMP13 activity | P45452 | MMP-13 fTHP FRET cleavage, Mca fluorescence | inhibition, % at 4 µM | 0.07% of 65,000 active | AID 570;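 active means inhibition above the mean of compound-free control plate wells plus 3 SD, cut at about 14% in these data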;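 further: 0% = DMSO wells and 100% = wells with reference MMP-13 inhibitor after basal subtraction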
5-HT1A blocker = blocks the human serotonin 5-HT1a receptor | P08908 | CHO 5-HT1a Ga15 NFAT-bla reporter, antagonist mode | inhibition, % at 10 µM | 0.68% of 62,000 active | AID 612;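 active means inhibition above the mean of all tested compounds plus 3 SD, cut at about 43% in these data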;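 further: receptor stimulated by 5-CT agonist at 100 nM near EC80; beta-lactamase reporter measured by ratiometric fluorescence of a cleavable substrate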
Target sequence (P08908 whole entry, looked up): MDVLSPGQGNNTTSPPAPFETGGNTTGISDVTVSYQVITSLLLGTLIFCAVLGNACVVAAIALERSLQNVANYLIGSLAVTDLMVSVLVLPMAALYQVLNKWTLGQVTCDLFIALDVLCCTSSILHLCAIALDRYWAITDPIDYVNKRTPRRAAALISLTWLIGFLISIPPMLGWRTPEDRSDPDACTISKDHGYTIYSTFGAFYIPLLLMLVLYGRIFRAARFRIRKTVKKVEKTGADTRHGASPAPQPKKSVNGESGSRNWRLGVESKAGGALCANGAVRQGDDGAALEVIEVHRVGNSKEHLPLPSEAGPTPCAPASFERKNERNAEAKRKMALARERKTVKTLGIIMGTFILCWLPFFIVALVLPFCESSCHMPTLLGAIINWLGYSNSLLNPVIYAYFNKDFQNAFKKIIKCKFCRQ
SF-1 act = activates the human nuclear receptor SF-1. 1.9% of 65,000 active. activation, % at 10 µM. AID 522. CHO-K1 Gal4-SF-1 LBD luciferase reporter; % increase over DMSO SF-1-specific signal;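 active means activation above the mean activation of all tested compounds plus 3 SD, cut at about 50% in these data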
Target sequence (Q13285 whole entry, looked up, the tested form may be a part): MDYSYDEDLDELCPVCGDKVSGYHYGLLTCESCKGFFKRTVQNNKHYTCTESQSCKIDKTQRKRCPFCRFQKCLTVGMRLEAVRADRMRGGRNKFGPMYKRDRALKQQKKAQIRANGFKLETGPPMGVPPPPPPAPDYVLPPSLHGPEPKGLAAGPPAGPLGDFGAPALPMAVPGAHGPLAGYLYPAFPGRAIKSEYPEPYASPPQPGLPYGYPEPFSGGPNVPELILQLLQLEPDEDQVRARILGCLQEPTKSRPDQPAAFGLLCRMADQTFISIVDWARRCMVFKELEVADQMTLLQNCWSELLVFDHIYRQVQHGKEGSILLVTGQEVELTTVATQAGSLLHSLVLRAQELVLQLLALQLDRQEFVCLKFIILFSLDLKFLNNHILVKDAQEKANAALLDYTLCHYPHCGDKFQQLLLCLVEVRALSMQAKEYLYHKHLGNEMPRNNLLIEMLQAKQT
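Test system: transient Gal4-SF-1 LBD reporter, CHO-K1; Amount: 4,000 CHO-K1 cells per well; Doses: 10 µM only; Timing: compound exposure 20 h at 37 °C; Signal: luciferase light emission; Read-out basis: percent activation relative to DMSO median and mock-transfected background; Control set: DMSO negative control and −SF1 background wells; Replicates: one test per compound.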
NADH coupling = inhibition of NAD/NADH coupling enzymes, library profiling; coupled PK/LDH NADH assays, four targets; IC50, µM (top dose mostly 10 µM), for inactives: top-dose inhibition; 0.02% of 65,000 active; AID 774;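 active means single-dose screening hits from any of four coupled enzyme assays that gave an IC50 when retested across doses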;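 further: the DPM-DC format reads NADH fluorescence rather than 340 nm absorbance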
TNAP act DEA = activators of human TNAP at intermediate phosphate acceptor; purified TNAP, CDP-star luminescence, 100 mM DEA, 30 min; active compounds read high; scale: 0 levamisole-inhibited, 1 vehicle-only enzyme; P05186; 64,000 tested, under 10 active; activation factor at 20 µM;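 active means activation factor of at least 2 at 20 µM, relative to controls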
HTR1A agonist = 5-HT1a (human) receptor agonism. P08908. CHO 5-HT1a Ga15 NFAT-bla reporter, FRET ratio; 0% basal, 100% maximal reference agonist. activation, % at 10 µM. 0.56% of 65,000 active. AID 567;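 active means activation above the screen-wide mean activation plus 3 SD, cut at about 19% in these data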;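 further: 0% = DMSO wells and 100% = 5-CT at EC100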
Autofluor 339 = intrinsic fluorescence of library compounds, ex339/em460 – biochemical, MLSMR library, data from DPM-DC assay, artefact control, profiling panel | compound autofluorescence, ex339/em460 nm, NADH buffer; active compounds read high; 1 = no-compound wells, NADH background | fluorescence fold increase at 10 µM | 5.5% of 65,000 active | AID 709;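 active means at 10 µM, mean starting fluorescence two-fold or more over control wells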;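 further: signal is the first read of a kinetic run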
RORa activator = activates the human nuclear receptor RORA; P35398; CHO-K1 Gal4-RORA LBD luciferase reporter, luminescence; percent increase over mock-subtracted basal signal; activation, % at 10 µM; 1.5% of 65,000 active; AID 560;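 active means activation above the mean of all tested compounds plus 3 SD, cut at about 49% in these data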;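 further: 0% = DMSO-treated RORA cells and 100% = added signal equal to DMSO minus mock-transfected cells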
An asterisk follows results filed as active; x = no result given; [ ] = dose if it differs, or a comment.

structure	HTR1A agonist	SF-1 act	Autofluor 339	MMP13 inh	5-HT1A blocker	TNAP act DEA	Abs 340nm	RORa activator	NADH coupling
N#C/C(C(=O)NCc1ccco1)=C1/SC(Cc2ccc(Cl)cc2)C(=O)N1c1ccccc1 (configuration not stated)	-2.7	9	1.1	-2	x	0.9	1	-5	2%
Cc1scc(C(=O)N2CCN(S(C)(=O)=O)CC2)c1-c1ccccc1	0.4	0	1.1	3	11	1	1.1	-30	1%
O=C(O)c1ccc2c(c1)C(=O)N(CCC1=CCCCC1)C2=O	-0.6	23	1.1	8	6	1	1	-3	4%
Cc1nccn1CCc1n[nH]c(=S)n1Cc1ccccc1	-2.0	9	1.1	6	2	0.9	0.99	-15	5%
O=C(O)CCC(=O)N1CCc2cc(S(=O)(=O)NCc3cccs3)ccc21	-1.4	2	1.1	-7	-3	1	1	21	7%
COc1ccc(Cn2ccnc2)cc1Br	1.1	-12	1	1	x	0.8	1	-12	5%
Cc1ccc(NC(=O)N2CCC(C(=O)NCc3ccc(F)cc3)CC2)cc1	-2.2	7	1	1	-13	0.9	1	-23	5%
CCOC(=O)CCCNC(=O)COc1ccccc1C#N	-3.6	-2	1.1	-17	-6	1.1	1	20	5%
CNC(=O)Nc1cccc(C(F)(F)F)c1	-2.9	12	1	-4	5	0.8	0.99	-26	1%
COc1ccccc1CNC(=O)C1CCN(S(=O)(=O)c2c(C)noc2C)CC1	-1.4	-2	1.1	5	6	1	1	-19	5%
Cc1onc(-c2ccccc2)c1C(=O)Nc1sc2c(c1C#N)CCC2	-1.1	24	1.1	0	6	0.9	1	16	10%
CCOC(=O)c1cc(C)n(S(=O)(=O)c2ccc(C)cc2)c1C	-3.5	8	1.1	0	28	1	0.97	-2	8%
COc1ccc(CNC(=O)COC(=O)c2n[nH]c3ccccc23)cc1OC	-2.0	0	1.1	-2	-15	0.8	1	-3	3%
CC1Oc2ccccc2N(CC(=O)c2ccccc2)C1=O (configuration not stated)	-3.5	2	1.1	-2	17	0.9	1	2	7%
CC(=O)N(c1ccc(C(C)C)cc1)C1C=CS(=O)(=O)C1 (configuration not stated)	0.0	0	1.1	0	-4	0.9	1	4	5%
Cc1cc2n(n1)C(c1cn(-c3ccccc3)nc1C)Nc1ccccc1-2 (configuration not stated)	-3.0	-7	2.1*	1	-5	1	1	-1	8%
Cc1nc2c(-c3ccccc3)c(C)nn2c(C)c1CC(=O)O	-1.0	3	1.2	1	-13	1	1.1	-16	3%
Cn1cnc2c1c(=O)n(Cc1c(Cl)cccc1Cl)c(=O)n2C	10	11	1.1	0	-2	0.9	1	-14	5%
Cc1cc(C(=O)CSc2nc(N)cc(N)n2)c(C)n1CCc1ccc(F)cc1	2.6	0	1.1	-8	-10	0.9	1	-7	3%
Cc1nc2c3c(-c4ccccc4)c(-c4ccccc4)oc3ncn2n1	-2.3	-3	2	-2	-11	0.9	1	-15	5%
O=C(Cn1cccc1)N1CCN(C(c2ccccc2)c2ccccc2)CC1	-4.5	0	1	0	16	0.9	0.98	6	12%
O=C(OCCN1C(=O)c2ccccc2C1=O)c1cccc(OC(F)F)c1	2.0	4	1.1	3	0	0.9	0.99	-6	4%
COc1cccc(-n2ccnc2SCC(=O)N2CCc3ccccc32)c1	-6.5	17	1	8	-3	0.9	0.99	-5	4%
O=C(O)CCSc1nnc(-c2ccc3c(c2)OCO3)o1	-0.5	-43	1.2	-1	6	0.8	1	-19	11%
O=C(Nc1ccc2c(c1)OCCO2)C1CCN(S(=O)(=O)Cc2ccccc2)CC1	-0.5	-17	1.1	-4	-10	0.9	1	11	2%
COC(=O)C1C2C=CC3(CN(C(C)c4ccc(OC)cc4)C(=O)C13)O2 (configuration not stated)	-0.2	8	1.1	-7	8	0.9	0.99	22	6%
CC(=O)c1cccc(NC(=O)c2ccc(NS(=O)(=O)c3c(C)noc3C)cc2)c1	-1.9	-5	1.1	1	-14	1	1	-4	4%
CC1CCCCN1CCNC(=O)C1CC(=O)N(c2ccc(F)c(Cl)c2)C1 (configuration not stated)	0.6	19	1.1	-1	-1	1	0.97	9	9%
N#Cc1ccc(-c2nnnn2-c2ccc3c(c2)OCO3)cc1	-0.4	7	1	-7	0	0.9	1	-1	3%
COc1ccc(N(CC(=O)NC2CCCCC2)C(=O)CCCC(=O)Nc2ccccn2)c(OC)c1	-0.8	7	1.1	-1	-3	0.9	0.98	-5	4%
Cc1cc(C)c2cc(CN(Cc3ccc4c(c3)OCO4)Cc3nnnn3Cc3ccco3)c(=O)[nH]c2c1	2.0	9	1.1	-5	-12	0.9	1	-11	6%
CCCCCn1c(NCc2ccco2)nc2ccccc21	-1.4	34	1.1	-1	19	0.9	1	-9	5%
Cc1cc(=O)n(C)c(=O)n1CC(=O)N1CCCCCC1	-4.4	16	1.1	3	4	1	1	-6	3%
O=C(CCc1ccccc1)Nc1nc2nc(-c3ccccc3)cc(=O)n2[nH]1	0.0	13	1.1	4	-5	0.8	1	0	7%
CCCn1c(SCC(=O)Nc2ccc3c(c2)OCCO3)nnc1-c1ccco1	0.8	4	1.1	6	-1	1	1	0	5%
CC(NC(=O)NCc1cccnc1)(C(F)(F)F)C(F)(F)F	2.8	3	1.1	0	x	0.8	1	-28	3%
CCCC1(C(=O)O)NC(c2cccc(OC)c2O)C2C(=O)N(c3ccccc3)C(=O)C21 (configuration not stated)	0.2	-3	1.1	0	-4	1	1	-2	0%
Oc1ccc(CN2CCN(Cc3ccccc3)CC2)c2cccnc12	-3.1	-23	1.2	7	20	1.2	0.99	-3	5%
COC(=O)C(C)Sc1ccc2nnc(-c3cccc(F)c3)n2n1 (configuration not stated)	0.7	2	2.1*	-17	-8	0.9	1.1	-8	3%[fluoresces]
Cn1c(NC(=O)C2CCCO2)cc(=O)n(C)c1=O (configuration not stated)	-2.0	-15	1.1	2	-2	0.9	1	-11	6%
CCOC(=O)N1CCN(c2cc(=O)n(Cc3ccc(F)cc3)c(=O)[nH]2)CC1	-1.4	-9	1.1	2	0	x	0.97	-8	3%
O=S(=O)(NCCc1ccccc1)c1ccc(S(=O)(=O)N2CCCCC2)cc1	1.1	24	1.1	-6	-6	0.9	1	10	7%
CCCCc1ccc(NC(=O)c2c(C)noc2C)cc1	0.0	-2	1	4	-9	1	1	-2	4%
O=C(CCn1nnc2ccccc21)N1CCN(c2ccccc2)CC1	1.1	15	1.1	-8	2	1	1.1	21	2%
COc1ccc2nc(N3CCCC3)[nH]c2c1	-0.9	-20	1	-3	-2	0.9	1	-9	8%
O=C(c1ccccc1)c1nc[nH]c1C(=O)Nc1ccccn1	-2.4	0	1.1	-1	-18	1	1.1	1	2%
CC(C)(C)OC(=O)N1CCN(c2ccc(NC(=O)Cn3nnc(-c4ccccc4)n3)cc2)CC1	3.6	-8	1.1	6	7	1	1.1	-7	6%
COc1ccc(-c2nc(-c3ccccc3)no2)c(OC)c1	-0.7	-83	1.1	-3	18	0.9	1.1	-78	3%
CCc1ccc(CCC(=O)Nc2sc3c(c2C#N)CCCC3)o1	-3.2	30	1.1	5	61*	0.9	1	40	5%
Cc1nnc(SCC(=O)NC(C)c2ccccc2)[nH]c1=O (configuration not stated)	-0.5	-10	0.88	-2	-4	0.9	1	6	4%
CC1CC(C)CN(C(=O)c2cn(C)c3ccc(S(=O)(=O)N(C)C)cc3c2=O)C1 (configuration not stated)	-0.2	14	1	-3	6	1	1.1	21	14%
C=CCNC(=O)c1c(N)n(-c2cccc(S(N)(=O)=O)c2)c2nc3ccccc3nc12	17	-10	2.1*	-301[fluorescence artefact?]	-32	1	1.1	21	4%[fluoresces]
Cc1ccc(S(=O)(=O)N(C)c2nonc2C)cc1	0.6	0	1.1	3	-12	0.9	0.99	-18	8%
COc1cccc(/C(O)=C2/C(=O)C(=O)N(CCCN(C)C)C2c2cccc(Cl)c2)c1 (configuration not stated)	0.0	-6	1.1	1	x	0.9	1	-4	7%
CCOC(=O)c1c(C)[nH]c(C(=O)Nc2ccc3c(c2)OCO3)c1C	-4.3	132*	1.1	-5	18	0.9	1.1	59*	3%
O=c1c2ccccc2nc(CSc2nnnn2-c2ccccc2)n1-c1ccccc1	-1.9	31	1.1	-3	-15	0.9	1.1	22	11%
CN1CCN(CCCNC(=O)C2CCN(c3nnc(-n4cccc4)s3)CC2)CC1	-0.6	6	0.99	-11	-6	1	0.98	-8	6%
CC(=O)Nn1c(COc2ccccc2C)nc2ccccc2c1=O	-0.1	-8	1	-4	6	0.9	1	-31	8%
COc1ccc(CCNC(=O)Cn2cnc3c(nnn3Cc3ccc(C)cc3)c2=O)cc1OC	0.1	7	1	2	-8	x	0.98	2	7%
Cc1ccc(S(=O)(=O)NC2=NCN(Cc3cccnc3)CN2)cc1	3.0	6	1.1	-1	1	0.9	1	24	3%

Following part:
structure	HTR1A agonist	SF-1 act	Autofluor 339	MMP13 inh	5-HT1A blocker	TNAP act DEA	Abs 340nm	RORa activator	NADH coupling
CCCOc1cc(C)c(S(=O)(=O)N2CCN(C)CC2)cc1C	-3.6	6	1	3	0	0.9	0.98	-16	2%
O=c1c2ccccc2nc2n1CCN2	-1.9	-5	1.9	-25	-2	0.9	1	-16	3%[fluoresces]
COc1ccccc1CN(Cc1cc2cc(C)ccc2[nH]c1=O)Cc1nnnn1Cc1ccco1	-0.3	-7	1.2	-10	15	1	1	4	8%
Cc1ccc2cccc(S(=O)(=O)Nc3ccc4c(c3)OCO4)c2n1	-1.6	-2	1.1	3	2	0.9	0.99	-25	6%
COC(=O)c1ccc(C2CC(=O)Nc3cc(OC)c(OC)cc32)cc1 (configuration not stated)	2.0	2	1.1	2	-5	1	1	6	9%
O=C(CN(CC1CCCO1)C(=O)Cn1nnc(-c2ccc(F)cc2)n1)NC1CCCCC1 (configuration not stated)	0.5	-3	1.4	0	14	0.9	1	-2	8%
COc1cc(NC(=O)c2ccco2)c(OC)cc1NC(=O)CCC(=O)Nc1cc(C)cc(C)c1	-1.6	5	1.1	-1	11	0.9	1	-9	4%
CCSc1nnc(Cc2cc(=O)[nH]c(=O)[nH]2)n1-c1ccc(Cl)cc1	-1.2	-5	1.1	6	-7	0.9	1	2	6%
COc1ccc(OCC(=O)Nc2cccc(OC)c2)cc1	-3.8	-21	1.1	2	2	0.9	1	30	8%
COC(=O)CSc1nnc(CNC(=O)c2cc(OC)c(OC)c(OC)c2)n1C	-1.3	6	1.1	1	-2	0.9	0.99	-7	5%
Cc1ccc(CC2CC(=O)N(c3ccncc3)C2=O)cc1 (configuration not stated)	-2.4	0	1.1	-4	-9	0.9	1	0	5%

In a second layout: 2 of the compounds above
structure: Cc1cc(C)c2cc(CN(Cc3ccc4c(c3)OCO4)Cc3nnnn3Cc3ccco3)c(=O)[nH]c2c1
  HTR1A agonist: 2.0	SF-1 act: 9	Autofluor 339: 1.1	MMP13 inh: -5	5-HT1A blocker: -12	TNAP act DEA: 0.9	Abs 340nm: 1	RORa activator: -11	NADH coupling: 6%

structure: Cc1ccc2cccc(S(=O)(=O)Nc3ccc4c(c3)OCO4)c2n1
  HTR1A agonist: -1.6	SF-1 act: -2	Autofluor 339: 1.1	MMP13 inh: 3	5-HT1A blocker: 2	TNAP act DEA: 0.9	Abs 340nm: 0.99	RORa activator: -25	NADH coupling: 6%

High-throughput results: PubChem BioAssay, several laboratories
